Keap1 Nrf2 FP: Keap1-Nrf2 protein-protein interaction inhibitors, primary screen, biochemical, fluorescence polarization, single point; Keap1 Kelch-Nrf2 peptide fluorescence polarization, 1536-well; Kelch-like ECH-associated protein 1 (Homo sapiens), Q14145; hit rate 0.15% among 340,000; AID 504523, 2011; inhibition, % at 9.4 µM; in the data active means inhibition above about 12%;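 further: human Keap1 Kelch domain with fluorescein labeled Nrf2 9mer peptide probe; 0% = neutral control wells and 100% = peptide positive control; higher means more block of Keap1 binding to Nrf2 peptide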
CAL PDZ FP-1: CAL PDZ peptide-binding inhibitors, primary screen, biochemical, fluorescence polarization, Cer-tagged CAL PDZ, HTS | Golgi-associated PDZ and coiled-coil motif-containing protein (Homo sapiens), Q9HD26 | hit rate 0.02% among 330,000 | AID 504414, 2011 | purified CAL PDZ, TMR-peptide fluorescence polarization, 1 h | inhibition, % at 20 µM;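 active means highest replicate inhibition of at least 40%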;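 further: plate controls were DMSO neutral control wells for no effect and unlabeled competitor peptide control wells for full effect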
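Material: tagged CAL PDZ protein CerCALP, purified; buffer or medium: sodium phosphate/NaCl buffer pH 7.4 with TCEP, IgG, Thesit; also added: fluorescent TMR peptide probe; schedule: 1 h incubation at room temperature before polarization reading; technique: fluorescence polarization from S- and P-plane intensities, G-factor corrected; control set: unlabelled peptide and DMSO controls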
Cardiac RTF inh: cardiac RTF calcium sensitivity inhibitors, primary screen, biochemical, IANBD-TnC fluorescence, EC70 calcium. Troponin I, cardiac muscle (Homo sapiens) + Troponin T, cardiac muscle (Homo sapiens) + …. IANBD-labeled cardiac RTF, Ca2+ fluorescence. inhibition, % at 7.15 µM. hit rate 0.12% among 340,000. AID 493244, 2011;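 active means inhibition above the mean inhibition of all tested compounds plus 3 SD, cut at about 17% in these data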;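 further: assay run at fixed EC70 calcium of 1.6 mM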
RTF Ca sens act: cardiac RTF calcium sensitivity activators, primary screen, biochemical, IANBD-TnC fluorescence, EC20 calcium | IANBD-labeled TnC RTF fluorescence at EC20 calcium; 0% EC20 calcium, 100% full calcium | activation, % at 7.2 µM | Troponin I, cardiac muscle (Homo sapiens) + Troponin T, cardiac muscle (Homo sapiens) + … | hit rate 0.24% among 340,000;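 active means activation above the mean over all tested compounds plus 3 SD, cut at about 30% in these data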;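 further: rise in fluorescence read as greater calcium sensitivity of cardiac thin filaments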
PKA-R2B activ: activators of PKA-R2B holoenzyme, primary screen, biochemical, fluorescence polarization, Cy5-IP20, human; cAMP-dependent protein kinase catalytic subunit beta (Homo sapiens) + cAMP-dependent …; PKA-R2B holoenzyme dissociation; R2B truncated from residue 108, S112A mutant; 0% DMSO only, 100% 113 µM cGMP; activation, % at 11.4 µM; hit rate 0.079% among 340,000;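 active means activation above a cutoff set at the mean over all compounds plus 3 SD, cut at about 18% in these data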;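 further: higher means more holoenzyme dissociation and a rise in polarization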
SR-BI uptake up: activators of SR-BI mediated DiI-HDL uptake, primary screen, ldlA[mSR-BI] CHO cells, DiI fluorescence; 3 h; 100 = double the neutral-control signal; activation, % at 12.5 µM; hit rate 0.096% among 320,000; AID 504775, 2011;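 active means mean replicate activation of at least 60% and every replicate at or above 60%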;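 further: 0% = median plate neutral-control signal and 100% = twice that signal; values of inactives mirror those of a sister screen read the other way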
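Material: SR-BI-overexpressing, LDLR-lacking CHO cells | Dosing: Single compound concentration, delivered by pin transfer | Probe or stimulus: Labelled HDL, 10 µg/mL | Signal: Bottom-read cell fluorescence after medium removal, ex 550/em 595 nm | Schedule: 3 h, 37 °C | Evaluation: HDL uptake via cellular fluorescence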
Rtt109 Vps75: inhibitors of C. albicans Rtt109/Vps75 HAT, primary screen, biochemical, ThioGlo CoA-SH fluorescence, plate reader; Histone acetyltransferase RTT109 (Candida albicans (strain SC5314 / ATCC MYA-2876)), …; purified Rtt109/Vps75, 4 h; hit rate 0.16% among 330,000; inhibition, % at 34.9 µM;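 active means inhibition of at least 50% in every replicate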
Target sequence (Q5AAJ8 whole entry, looked up): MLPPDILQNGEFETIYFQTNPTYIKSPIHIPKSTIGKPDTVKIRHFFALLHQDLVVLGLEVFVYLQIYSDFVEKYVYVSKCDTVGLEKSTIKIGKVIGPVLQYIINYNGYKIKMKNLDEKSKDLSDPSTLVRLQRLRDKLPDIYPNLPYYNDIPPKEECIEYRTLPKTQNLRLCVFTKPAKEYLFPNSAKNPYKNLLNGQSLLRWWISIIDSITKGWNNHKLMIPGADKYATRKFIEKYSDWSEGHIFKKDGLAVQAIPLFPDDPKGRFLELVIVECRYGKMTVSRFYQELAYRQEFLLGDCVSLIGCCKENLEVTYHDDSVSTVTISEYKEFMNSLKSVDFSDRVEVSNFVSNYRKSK
C-LANA FP: inhibitors of KSHV C-LANA binding to DNA, primary screen, biochemical, fluorescence polarization, FAM-LBS DNA, MBP-C-LANA, single point; hit rate 0.078% among 340,000; Kaposi's sarcoma herpesvirus LANA C-terminal domain (residues 932-1162) DNA binding; inhibition, % at 9 µM;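 active means highest replicate inhibition at or above 60% at 9 µM, even if other replicates fall short; inactive means all replicates below 60% inhibition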;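 further: 0% = neutral control wells and 100% = 4 µM acridine orange control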
CAL PDZ FP-2: untagged CAL PDZ binding inhibitors, primary screen, biochemical, fluorescence polarization, HTS. purified CAL PDZ, TMR-peptide fluorescence polarization, 1 h. inhibition, % at 24.9 µM. hit rate 0.92% among 300,000. AID 602252, 2012;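 active means mean inhibition of at least 30% with at least half of replicates also reaching 30%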;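 further: 0% = DMSO neutral control and 100% = excess unlabeled competitor peptide PRC23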
DAGLB inh: DAGLB lipase inhibitors, primary screen, biochemical, fluorescence, HTS; Diacylglycerol lipase-beta (Homo sapiens), Q8NCG7; HEK293T DAGLB membrane lysate, EnzChek fluorogenic substrate; inhibition, % at 5.17 µM; hit rate 0.059% among 340,000; in the data active means inhibition above about 34%;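 further: 0% = enzyme with vehicle and 100% = wells lacking enzyme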
Target sequence (Q8NCG7 whole entry, looked up): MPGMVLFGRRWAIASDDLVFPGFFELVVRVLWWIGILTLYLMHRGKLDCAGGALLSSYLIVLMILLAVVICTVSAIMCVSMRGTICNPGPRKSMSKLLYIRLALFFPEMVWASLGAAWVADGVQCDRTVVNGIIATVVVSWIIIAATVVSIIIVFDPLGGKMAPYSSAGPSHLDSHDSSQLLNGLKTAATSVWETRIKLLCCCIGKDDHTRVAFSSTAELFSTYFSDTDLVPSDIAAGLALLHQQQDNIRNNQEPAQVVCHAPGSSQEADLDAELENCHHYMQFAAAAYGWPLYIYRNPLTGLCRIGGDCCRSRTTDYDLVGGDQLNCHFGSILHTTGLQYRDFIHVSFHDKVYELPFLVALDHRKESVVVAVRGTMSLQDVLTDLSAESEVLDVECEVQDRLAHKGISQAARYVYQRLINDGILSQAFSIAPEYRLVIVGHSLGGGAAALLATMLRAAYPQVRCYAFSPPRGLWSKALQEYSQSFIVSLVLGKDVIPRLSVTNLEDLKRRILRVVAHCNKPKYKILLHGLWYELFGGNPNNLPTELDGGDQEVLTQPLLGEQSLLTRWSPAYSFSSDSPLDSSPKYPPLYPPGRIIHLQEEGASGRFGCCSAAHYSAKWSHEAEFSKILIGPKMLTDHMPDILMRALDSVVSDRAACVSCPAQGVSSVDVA
Active calls of the source: *; x = not tested or not shown.

Each structure is followed by: Keap1 Nrf2 FP, CAL PDZ FP-1, Cardiac RTF inh, RTF Ca sens act, PKA-R2B activ, SR-BI uptake up, Rtt109 Vps75, C-LANA FP, CAL PDZ FP-2, DAGLB inh
CCOc1ccc(-c2nc(CSc3nnc(N)s3)cs2)cc1
  -2, 0.5, -12, 0, -4, -12, -2, 0.5, -3, 3
CCc1cc(-c2n[nH]c(=S)n2-c2ccccc2C)cs1
  -6, x, 0, 5, -8, 11, -5, 1.0, 2, 1
CCC(=O)c1ccc(OCC(=O)Nc2ccc(N3CCCCC3)cc2)cc1
  -3, -0.2, -3, -5, -4, -36, -5, -0.2, -3, 0
COc1ccc(OC)c(NC(=O)COC(=O)c2ccc(OC)c(S(=O)(=O)N3CCOCC3)c2)c1
  -7, -0.1, 2, -1, 0, -2, 1, 1.1, 2, 2
Nc1nc(N2CCCCC2)nc2ccccc12
  -6, -0.3, 1, 4, -6, 33, 4, 1.8, -2, -3
O=C(NCc1ccc(F)cc1)C1CCN(c2cnccn2)CC1
  -1, x, 2, 0, 6, -15, -1, 0.8, -1, 1
Cc1cccc(C)c1OCc1cc(C(=O)N2CCN(C3CCCC3)CC2)no1
  -3, -2.5, 2, -4, -1, -4, -4, 1.2, -8, -1
O=C(N/N=C/c1c[nH]c2ccccc12)c1ccn[nH]1
  0, -0.1, -6, 3, 0, 28, 7, -1.5, -4, 1
COc1cc(/C=N/n2cnn(Cc3ccccc3Cl)c2=S)cc(OC)c1OC
  -3, -0.4, x, x, x, 1, -2, 1.1, 0, x
COc1cccc(CNc2ccc(S(=O)(=O)N3CCCC3)cn2)c1
  2, 1.4, -5, -1, 0, 12, -5, 0.3, -2, -2
O=C1CCc2cc(S(=O)(=O)NCc3ccc(F)cc3)cc3c2N1CCC3
  -3, 0.0, -6, -8, -11, -45, 8, 0.2, x, -1
Cc1[nH]n(-c2ccccc2)c(=O)c1C(c1ccccc1C(=O)O)c1c(C)[nH]n(-c2ccccc2)c1=O
  -4, -0.4, 4, 1, 4, -8, 8, -1.1, 3, 1
CCC(C)n1c(SCC(=O)Nc2cc(C(C)(C)C)nn2-c2ccccc2)nc2ccccc2c1=O (stereo unspecified)
  -6, -1.9, -6, 2, 6, 2, 9, 1.1, -3, -15
COC(=O)c1cc2sc(Cl)cc2n1CC(=O)Nc1ccc(OC)c(OC)c1OC
  1, -1.5, -1, -2, -17, -32, x, -2.6, 2, -5
C=CCOc1ccc(Br)cc1CNC(C)(C)CO
  -5, 1.1, 7, -2, -1, 10, x, 0.3, -4, 0
CC1=Nc2ccccc2/C1=C\c1nc(-c2ccccc2)oc1O
  4, 0.4, -30, 7, -3, x, 8, 1.5, -6, -3
Cc1ccc(S(=O)(=O)N(CC(=O)N2CCC(C)CC2)c2ccccc2)cc1
  0, 0.6, 1, -3, 7, 15, -4, -0.5, 0, -2
Cc1cccc2sc(N(CCCN(C)C)C(=O)c3sc4ccccc4c3Cl)nc12
  -3, -4.0, 0, -3, -11, 36, 16, 1.5, -4, -4
COc1ccc(S(=O)(=O)N2CCN(c3ccc(F)cc3)CC2)cc1C(=O)N1CCOCC1
  0, -2.9, 4, 6, 1, 12, 35, -0.2, 1, 0
O=C(Cc1cccc2ccccc12)NCCOc1ccccc1F
  -2, -2.7, -2, 2, -3, -5, 16, 6.4, -4, -10
CN(CC(=O)Nc1cccc(F)c1)C(=O)CCNC(=O)c1ccc(Br)cc1
  -6, -1.6, 3, -2, 2, 17, 0, -0.4, -2, 3
CCc1cccc(NC(=O)C2CCN(S(=O)(=O)c3ccc4c(c3)CC(C)N4C(C)=O)CC2)c1 (stereo unspecified)
  -4, -2.2, -5, -6, -9, -26, 7, -0.7, x, -2
NC(=O)C1CCN(C(=O)c2ccc(OCC(=O)Nc3cccc(C(F)(F)F)c3)cc2)CC1
  -2, -1.4, -15, -1, -3, -8, -8, -1.7, -3, 0
Cc1ccccc1NC(=O)Cc1nc(CN(C)CC(=O)Nc2cccc(F)c2)cs1
  -6, -1.6, -6, 1, -12, -32, -5, -0.2, -5, -3
CC(CNC1CCCCC1)OC(=O)c1ccc([N+](=O)[O-])cc1 (stereo unspecified)
  7, -0.1, -1, 4, -6, 15, 5, -1.7, -8, 1
CCOc1ccc(CN2CCNC(=O)C2CC(=O)NCC2CCOCC2)cc1 (stereo unspecified)
  -2, -1.7, 1, 4, 3, 15, 0, 1.6, -2, 0
CC1(C)CC2CC(C)(CN2S(=O)(=O)c2ccccc2[N+](=O)[O-])C1 (stereo unspecified)
  -6, -0.3, 1, -2, 2, -6, -6, -0.5, -4, -3
Nc1c(Cl)ncnc1N/N=C/c1ccnc2ccccc12
  -3, 1.0, -11, 3, -1, -22, 3, 2.1, -3, 4
CC(C)Oc1ccc(C(CC(=O)NCCCN(C)C)c2ccc(F)cc2)cc1 (stereo unspecified)
  2, -2.1, 4, -9, -4, 4, 17, 0.8, -3, 0
Cc1cc(NC(=O)CCCn2nc(C)c([N+](=O)[O-])c2C)no1
  0, -2.6, 2, -2, 0, x, 1, 0.0, -3, 0
CCCc1nc(N2CCN(C)CC2)c2sc(=S)n(-c3ccccc3)c2n1
  -2, -0.1, -8, 2, -4, -6, -1, -1.3, 0, -4
CC(C)(C)c1nnc(NC(=O)NS(=O)(=O)c2ccccc2)s1
  7, 1.9, -6, -7, -2, 24, -3, 1.7, 5, -2
c1ccn2cc(-c3ccc4c(c3)OCCO4)nc2c1
  3, -2.1, 4, 1, -4, 15, 6, -7.8, x, 0
O=S(=O)(c1cccc(Cl)c1)N1CCC(c2nc3ccccc3[nH]2)CC1
  -1, -0.7, -8, 2, -1, x, -8, -0.1, -3, -2
Cc1ccc(N(CC(=O)NC(C)c2ccccc2)S(=O)(=O)c2c(C)noc2C)cc1 (stereo unspecified)
  -6, -0.9, -10, 0, 2, 14, 1, 0.5, 2, -1
CN(C)C(=O)c1noc2cc([N+](=O)[O-])ccc12
  0, 0.5, 3, 1, -9, -6, -11, -1.0, x, -2
CC1CC(C)CN(C(=O)c2cccc(N3C(=O)c4ccccc4C3=O)c2)C1 (stereo unspecified)
  -6, -2.0, -1, -1, -4, 7, 3, -1.4, -1, -2
O=C(COc1cccc2ccccc12)N1CCN(c2ccccc2)CC1
  1, 0.0, -2, -4, -4, 5, 5, -1.4, -2, -10
[O-][n+]1cccc(C(O)c2ccccc2)c1 (stereo unspecified)
  0, -0.4, -2, 3, -1, -7, -6, 0.7, x, 1
O=C1COc2ccc(C(=O)COC(=O)CCSc3ccccc3)cc2N1
  -3, -2.2, -12, 4, -7, x, -3, 0.3, -6, 2
COc1ccccc1N(Cc1ccccc1)S(=O)(=O)c1cccc(C(=O)NC2CC(C)(C)NC(C)(C)C2)c1
  -1, -2.6, -6, -4, -5, 14, 16, -1.9, -4, 3
Cc1cccc(NS(=O)(=O)c2ccc3[nH]c(=O)oc3c2)c1C
  -1, -3.1, 0, 2, -7, 35, -1, -0.4, x, 5
CC(=O)c1nnn(-c2ccc([N+](=O)[O-])cc2)c1C
  -1, -2.9, -2, -4, 4, 3, -4, -0.9, -5, -1
CCOC(=O)C1(Cc2ccc(OC)cc2)CCN(S(C)(=O)=O)CC1
  -5, -1.2, -2, 3, -9, 3, -13, -1.5, -5, -2
CCOC(=O)c1c(C)n(C(=O)c2ccco2)c(=O)n1C(=O)c1ccco1
  -9, 0.3, 4, -2, -1, 26, 0, 2.2, -2, 1
CCOC(=O)CC(=O)CSc1nc2cc(C)ccc2cc1C
  -7, -1.2, -19, -6, -10, -10, -1, -1.2, -1, -4
COC(=O)c1[nH]c2ccccc2c1NC(=O)c1c(F)cccc1F
  -2, -0.2, -11, 9, 3, -15, 7, 0.4, -2, -1
CCCC(=O)N1c2ccccc2[C@@H](N(C(C)=O)c2ccccc2)C[C@H]1C
  -1, -2.3, 7, 3, 0, 13, -2, 1.3, 1, -1
Cn1nc(C(=O)NCCCN2CCCCC2)c2c1-c1ccccc1SC2
  3, -3.5, -8, -1, -2, 3, -4, -1.4, -1, 4
COC(=O)[C@H](C)N1C/C=C\COc2c(Cl)cc(Cl)cc2S1(=O)=O
  2, -0.8, -3, -3, -3, 8, 6, -2.0, -3, -1
COc1ccc(NC(=O)c2cc(Br)c(Br)s2)cn1
  0, -4.6, -1, 7, 0, -20, 0, 9.8, -1, -3
O=C(CSc1ccc(Cl)cc1)NCc1ccco1
  -1, 0.2, -12, -2, 4, 20, -16, 0.3, x, -1
CC1(C)Nc2ccccc2C(=O)N1c1ccccc1
  -4, 0.8, -1, -7, 1, -23, -2, 0.0, -7, -1
Cc1c([C@H]2[C@@H](CC#N)C2(C)C)c2ccccc2n1C
  -5, -2.7, -2, 4, 1, -41, 0, -0.8, -1, -1
CCOC(=O)C1=C(COC(=O)c2ccc(C)s2)NC(=O)NC1C (stereo unspecified)
  -1, -1.8, 0, -1, 5, 13, 2, 0.9, 0, -4
O=C1c2ccncc2C(=O)N1c1cccc(Cl)c1
  4, -3.4, 9, 1, 3, 3, 0, -0.1, 24, 4
COC(=O)Cn1c(=NC(=O)C2COc3ccccc3O2)sc2cc(S(N)(=O)=O)ccc21 (stereo unspecified)
  -3, 0.0, 11, 10, -11, -6, -3, -0.6, -1, 1
Cc1occc1C(=O)NN=C1C2CC3CC(C2)CC1C3
  -4, -2.8, 9, -2, -6, 7, x, 0.2, -4, 1
O=C(CCNC(=O)c1ccc(Br)cc1)NC1CCCc2ccccc21 (stereo unspecified)
  -2, -2.6, -7, 3, 2, -10, -8, 0.4, -1, -1
Cc1ccc(SCC(=O)Nc2cccc(S(=O)(=O)N3CCOCC3)c2)cc1C
  -4, -0.1, -5, -2, 3, -31, 1, -0.9, -4, -2

High-throughput results: PubChem BioAssay, several laboratories
